5HT1E antag = 5-HT1E (human) receptor antagonism; P28566; inhibition, % at 6 µM; CHO 5-HT1E Ga15 NFAT-bla reporter, FRET, antagonist; hit rate 0.99% among 65,000;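 active = inhibition above a set limit, the mean inhibition across every tested compound plus 3 SD, cut at about 29% in these data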;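 also: signal is the 460 over 535 nm emission ratio of beta-lactamase substrate; 0% = agonist plus DMSO wells and 100% = wells without agonist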
Target sequence (P28566 whole entry, looked up): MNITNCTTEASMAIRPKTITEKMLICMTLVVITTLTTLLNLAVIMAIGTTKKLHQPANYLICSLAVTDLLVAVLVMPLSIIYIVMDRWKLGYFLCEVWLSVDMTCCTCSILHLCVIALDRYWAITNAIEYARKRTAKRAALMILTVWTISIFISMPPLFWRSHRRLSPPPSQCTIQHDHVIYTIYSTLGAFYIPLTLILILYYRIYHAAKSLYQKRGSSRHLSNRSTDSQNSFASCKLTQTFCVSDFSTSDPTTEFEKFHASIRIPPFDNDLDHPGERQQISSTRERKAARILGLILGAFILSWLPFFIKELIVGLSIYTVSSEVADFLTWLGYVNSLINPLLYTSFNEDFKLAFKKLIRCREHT
5-HT1A blocker = blocks the human serotonin 5-HT1a receptor; hit rate 0.68% among 62,000; CHO 5-HT1a Ga15 NFAT-bla reporter, antagonist mode; AID 612; P08908; inhibition, % at 10 µM;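 active = inhibition above the mean of all tested compounds plus 3 SD, cut at about 43% in these data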;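 also: receptor stimulated by 5-CT agonist at 100 nM near EC80; beta-lactamase reporter measured by ratiometric fluorescence of a cleavable substrate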
Jurkat viability = cytotoxic compounds reducing Jurkat cell viability; inhibition, % at 4 µM; hit rate 1.2% among 56,000; Jurkat E6.1 viability, ATP luminescence, 48 h;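 active = inhibition above the mean inhibition of all tested compounds plus 3 SD, cut at about 28% in these data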
M1 antag = antagonists of rat M1 muscarinic receptor | B-score at 10 µM | CHO-M1 cells, Fluo-4 calcium, ACh EC80 antagonist mode; stronger effect = lower value | hit rate 3.4% among 64,000 | P08482;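 active = calcium fluorescence response, raw or row-and-column corrected B-score, differing from the plate sample mean either way at a set confidence level, mostly lower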
HTR1A agonist = activates the human 5-HT1a serotonin receptor | P08908 | CHO 5-HT1a Ga15 NFAT-bla reporter, FRET ratio; 0% basal, 100% maximal reference agonist | activation, % at 10 µM | hit rate 0.56% among 65,000 | AID 567;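 active = activation above the screen-wide mean activation plus 3 SD, cut at about 19% in these data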;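 also: 0% = DMSO wells and 100% = 5-CT at EC100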
S1P1 ag-PAM = activates or potentiates agonism at human S1P1 receptor. hit rate 0.57% among 56,000. P21453. activation, % at 9.5 µM. S1P1 CRE-bla cells, forskolin, beta-lactamase FRET, potentiator mode; S1P1 agonist co-added at EC20, 2 nM; 100% = saturating reference agonist, 0% = basal. AID 449;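 active = activation above a cutoff set at the mean activation of all tested compounds plus 3 SD, cut at about 54% in these data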;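 also: forskolin at 4 µM as EC80 and the EC20 agonist is SEW2871; 100% = SEW2871 at its EC100 plus forskolin at EC80; some compounds past the cut are filed as inactive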
M1 agonist = activates the M1 muscarinic receptor; CHO-M1 cells, Fluo-4 calcium fluorescence, agonist mode; stronger effect = higher value; B-score at 10 µM; hit rate 3% among 64,000; AID 626;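 active = fluorescence rise, raw or as B-score row- and column-corrected plate score, outside the 99.7% band of its plate's samples, either direction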
HTR1E agonist = agonists of human 5-HT1E serotonin receptor. hit rate 0.69% among 65,000. P28566. activation, % at 6 µM. CHO 5-HT1E Ga15 NFAT-bla reporter, FRET; 0% DMSO wells, 100% control agonist wells. AID 574;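 active = activation above a set limit, the screen-wide mean activation plus 3 SD, cut at about 8.5% in these data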;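 also: 100% = positive control agonist at 1 µM giving full maximal response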
S1P3 agonist = agonists of human S1P3 receptor; Q99500; S1P3 NFAT-BLA reporter cells, agonism, FRET ratio; relative to 1 µM S1P, basal subtracted; activation, % at 4.5 µM; hit rate 0.1% among 60,000; AID 373;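 active = activation above the screen-wide mean plus 3 SD, cut at about 4.5% in these data, passing the limit was not always enough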; also: some compounds called inactive have numbers as strong as hits
Target sequence (Q99500 whole entry, looked up): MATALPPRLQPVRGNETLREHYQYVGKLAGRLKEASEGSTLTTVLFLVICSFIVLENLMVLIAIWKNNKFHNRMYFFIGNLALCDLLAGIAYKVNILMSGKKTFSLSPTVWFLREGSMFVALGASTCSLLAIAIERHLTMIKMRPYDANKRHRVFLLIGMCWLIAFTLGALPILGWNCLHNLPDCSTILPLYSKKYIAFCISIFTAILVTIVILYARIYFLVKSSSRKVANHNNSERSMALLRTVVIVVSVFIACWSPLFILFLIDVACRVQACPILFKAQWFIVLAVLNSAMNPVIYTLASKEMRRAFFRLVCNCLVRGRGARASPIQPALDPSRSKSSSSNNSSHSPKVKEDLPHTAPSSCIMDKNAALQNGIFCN
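material = human S1P3 NFAT-BLA reporter CHO cells | schedule = 4 h compound at 37 °C, 2 h substrate at RT | measured by = fluorescent BLA substrate, ex 405 nm, em 460/535 nm ratio | controls = 1 µM S1P reference | replication = primary once, confirmation triplicate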
Active calls of the source: *; / = no result given.

SMILES | 5HT1E antag | 5-HT1A blocker | Jurkat viability | M1 antag | HTR1A agonist | S1P1 ag-PAM | M1 agonist | HTR1E agonist | S1P3 agonist
CCOC(=O)c1oc2c(O)c(O)ccc2c(=O)c1-c1nncn1-c1ccccc1 | -10 | 3 | -9 | 0.61 | -2.0 | -9 | 0.55 | 0.9 | -0.3
COc1ccc(NC(=O)CN2C(=O)C(C)Oc3ccccc32)cc1 (configuration not stated) | -2 | 1 | 9 | 1.1 | -1.0 | 4 | 0 | -1.0 | -0.3
COC(=O)C1=CN(CCCN2CCCC2=O)C=C(C(=O)OC)C1c1cccs1 | -1 | -8 | 0 | -0.23 | 2.0 | -24 | -0.31 | 2.6 | 13
CCC(=O)c1ccc(N2CCN(C(=O)c3ccc(Br)cc3)CC2)c(F)c1 | -27 | -26 | 3 | -0.17 | 2.2 | 0 | 0.068 | 1.3 | -0.9
O=C(Nc1ccc2nsnc2c1)c1cccs1 | 2 | 3 | -8 | 0.43 | -1.1 | 15 | 1.2 | 0.8 | 0.0
CN(C)c1ccc(/C=[N+](\[O-])C2SC(=S)N(C)C2(C)C)cc1 (configuration not stated) | -1 | 4 | 0 | 0.81 | -0.7 | -18 | -0.65 | -0.5 | -1.8
Cc1ccccc1NC(=O)N1C2CCCC1CC(NC(=O)C(C)(C)C)C2 (configuration not stated) | -2 | -8 | -12 | -0.37 | 0.7 | 1 | 0.66 | -0.4 | -0.1
CCOC(=O)c1c(C)[nH]c(C(=O)Cn2nnc(-c3ccccc3Cl)n2)c1C | 0 | -3 | -2 | 0.66 | 3.9 | 1 | 0.73 | -2.1 | -0.8
CC1=NOC2(C1)/C(=N/O)CCC/C2=N\O (configuration not stated) | -8 | 0 | -9 | -0.36 | -3.9 | -7 | 0.31 | -0.6 | -1.0
Cn1c(CN2CCOCC2)nnc1SCC(=O)NC1CCCCC1 | -1 | 0 | -4 | / | -3.8 | -48 | / | 0.7 | -0.8
O=C(NC1CCCc2ccccc21)C1CCCN(S(=O)(=O)c2cnc[nH]2)C1 (configuration not stated) | -4 | -12 | 0 | -0.056 | -5.9 | -8 | 1.2 | 0.7 | 0.2
Clc1ccc2nc(CSc3nnc(-c4c[nH]c5ccccc45)o3)cn2c1 | -2 | -1 | 6 | 0.19 | -1.8 | -50 | -1 | -1.0 | -0.6
CCCCOc1ccc(/C(O)=C2/C(=O)C(=O)N(CCN(C)C)C2c2ccc(O)c(OC)c2)cc1 (configuration not stated) | 2 | -3 | -2 | 0.55 | -2.2 | -5 | 1.1 | 0.2 | -0.9
COc1ccc(CCn2c(NCc3ccco3)nc3c2c(=O)[nH]c(=O)n3C)cc1 | 5 | -5 | -13 | 0.25 | 0.5 | -22 | 0.17 | 1.5 | 0.1
Cn1c(=O)[nH]c(=O)c2c1nc(SCCN1CCCCC1)n2CCCc1ccccc1 | -2 | -15 | 6 | -3.8* | -1.1 | -3 | 0.43 | -0.9 | -1.0
O=C(C1CCCN(S(=O)(=O)c2cnc[nH]2)C1)N1CCN(c2ccc(Cl)cc2)CC1 (configuration not stated) | 3 | -11 | -2 | 0.015 | -1.8 | -8 | -0.13 | 0.3 | 0.3
COc1ccc(-c2cc(C(=O)NCc3cccnc3)no2)cc1 | 3 | 16 | -7 | 0.67 | -1.0 | -2 | -0.27 | 0.9 | -0.5
O=C(NCC(c1cccnc1)N1CCN(c2ccccc2)CC1)OCc1ccccc1 (configuration not stated) | -1 | 4 | -1 | -1 | -1.6 | -4 | 0 | 0.6 | 0.7
COc1ccccc1N1CCN(C(=O)c2cc(-c3cccc(Cl)c3)on2)CC1 | 6 | 10 | 7 | 0.3 | 2.2 | -9 | -0.34 | 0.4 | -0.5
C=CCn1c(=O)c(C(=O)Nc2ccccc2OC)c(O)c2ccccc21 | -9 | 14 | 4 | -0.12 | -2.7 | -18 | -0.45 | -0.7 | -0.4
O=C(CSc1n[nH]c(=O)n1C1CC1)Nc1cc(Cl)ccc1Oc1ccccc1 | 8 | 31 | 7 | -2.7* | -1.3 | 15 | 6.9* | 0.7 | -1.8
Cc1cccc(N(C)c2cc(C)nc3ncnn23)c1 | 3 | 8 | 6 | -2.2 | -1.7 | 2 | -0.025 | 0.0 | -0.8
Cc1ccc2oc(Nc3nc(C)cc(C)n3)nc2c1 | 0 | -8 | 6 | -0.049 | -2.1 | -28 | -0.29 | -1.1 | 0.0
Cc1[nH]c2ccccc2c1C(=O)CSCC(=O)O | 0 | 12 | -2 | -0.63 | -1.6 | 9 | 0.32 | -0.5 | 0.3
CCc1sc(NC(=O)COC)nc1-c1ccccc1 | -15 | -5 | -5 | -5.9* | -0.3 | -32 | -0.016 | 0.2 | -0.5
O=C(c1ccco1)N1CCN(C(c2ccccc2)c2nnnn2Cc2cccs2)CC1 (configuration not stated) | -13 | -3 | -10 | 0.071 | -2.2 | -17 | -0.34 | 0.6 | 0.1
COc1cccc(-c2n[nH]c(=S)n2Cc2ccco2)c1OC | 3 | 11 | 2 | 0.13 | -0.2 | -9 | -1.6 | -1.1 | -1.3
CC(=O)c1cccc(NC(=O)N2CCCC2C(=O)Nc2cc(C)ccc2C)c1 (configuration not stated) | -15 | -8 | -5 | -0.26 | -1.8 | -6 | 0.39 | 0.2 | -0.1
O=c1oc2ccccc2cc1C1=Nn2c(nnc2-c2cccnc2)SC1 | 1 | -5 | -5 | -0.46 | 0.5 | 2 | 0.15 | 0.2 | -0.6
O=C(Nc1ncn[nH]1)c1c(Cl)ccc(Cl)c1Cl | -3 | / | / | 0.17 | -1.7 | 1 | 0.32 | -0.7 | 3.4
COC(=O)CSc1nc(C2CC2)cc(C(F)(F)F)c1C#N | 4 | -17 | -10 | -0.38 | 0.3 | 3 | 0.27 | -0.6 | 0.2
Cc1csc(SCC(=O)Nc2nc(-c3ccccc3)cs2)n1 | 4 | -5 | 9 | -0.98 | -2.2 | 24 | 0.023 | 0.6 | -1.0
Cc1nnc(C)n1/N=C/C=C/c1ccccc1 | 0 | -4 | -3 | -0.69 | -2.6 | -17 | -0.21 | 0.5 | -1.5
COC(=O)c1c(C)cc(C)n2c1nc1ccccc12 | -8 | -11 | -2 | -1.3 | 1.1 | -11 | -0.11 | 0.7 | 0.4
COc1ccc(OC)c(C(=O)c2ccc(C(=O)N3CCCCC3)cc2)c1 | 8 | 0 | 7 | -1.1 | 25* | -19 | 0.4 | 0.2 | -3.4
Cc1ccc(S(=O)(=O)c2cc3c(=O)n4ccccc4nc3n(Cc3ccco3)c2=N)cc1C | 1 | 2 | -1 | -0.48 | 5.0 | -13 | 5.9* | 1.4 | -0.6
Cn1cc(S(=O)(=O)N2CCc3ccccc3C2)c(=O)n(C)c1=O | 1 | -9 | -2 | 0.53 | -2.8 | 7 | 0.6 | 0.7 | -0.9
CCOC(=O)C1C(=O)NC(SCC(N)=O)=C(C#N)C1c1ccccc1OCC (configuration not stated) | -2 | 5 | -11 | -0.037 | -0.8 | -7 | -2 | -0.3 | -1.5
O=C(NCCc1ccccc1)C1CCN(C(=O)c2sccc2-n2cccc2)CC1 | 3 | 1 | 2 | 0.0072 | -2.2 | -23 | -1.6 | -0.4 | -0.4
O=C(CCCn1c(SCC(=O)NC2CCCC2)nc2ccccc2c1=O)NCC1CCCO1 (configuration not stated) | 3 | -6 | / | 0.023 | -1.2 | / | -0.85 | -0.5 | /
O=C(c1n[nH]c2c1CCCC2)n1ccnc1 | -6 | -4 | -7 | -0.064 | -2.5 | -19 | 1.5 | -0.3 | -1.0
CC(=O)Oc1cccc(N2C(=O)C3CC=C(Cl)CC3C2=O)c1 (configuration not stated) | 3 | 3 | -1 | -0.098 | -1.0 | / | -0.72 | -1.1 | -0.4
Oc1oc(-c2ccco2)nc1C=Nc1cccc(Cl)c1 | 1 | / | / | 0.096 | -2.1 | 45 | -0.28 | -0.6 | -0.8
CC(C)CC(=O)Nc1ccccc1N1CCOCC1 | 3 | -4 | 8 | 0.078 | 2.1 | 13 | 0.2 | 0.6 | 0.3
COCCOC(=O)c1c(C)oc2ccc(NS(=O)(=O)c3ccc(F)cc3)cc12 | -4 | -2 | 2 | -0.49 | -0.3 | -19 | -0.22 | 0.4 | -1.1
Cn1c(=O)n(C)c2cc(C(=O)O)ccc21 | -6 | -1 | / | -0.86 | 0.7 | / | -0.85 | -0.1 | /
CC(C)(C)OC(=O)N1CCN(c2ccc(NC(=O)c3cc4ccccc4oc3=O)cc2)CC1 | 1 | 9 | / | 0.13 | -0.6 | / | 0.92 | -1.7 | /
O=C(NCCc1ccncc1)c1ccccc1F | 3 | 9 | 4 | 0.69 | -2.4 | 3 | 0.87 | -0.5 | -1.5
Cc1cc(C)n(Cc2nc3ccccc3n2C)n1 | 8 | 12 | -1 | 0.26 | -2.0 | -1 | -0.21 | 0.1 | -0.1
Cc1cc(=O)n2c(ccc3ccccc32)c1C#N | -1 | -11 | / | -0.38 | -2.2 | / | 1.8 | 0.2 | /
COc1ccc(CC(=O)Nc2cc(C)ccn2)cc1 | 5 | 1 | -1 | -0.23 | -2.5 | -15 | 0.014 | -0.8 | -0.6
O=C(NO)C1CC2C=CC1C2 (configuration not stated) | 1 | -6 | -1 | 1.6 | -2.7 | -5 | 0.079 | -1.9 | -1.5
Cc1noc(C)c1C(=O)OCC(=O)c1c(N)n(CC(C)C)c(=O)n(C)c1=O | -1 | 0 | -4 | 0.16 | -1.5 | 5 | -0.86 | -1.0 | -0.6
O=C(Oc1c(Cl)cc(Cl)c2cccnc12)N1CCCCC1 | -2 | -1 | / | -0.1 | 2.3 | / | 0.036 | 0.8 | /
C=CCNc1nc(N2CCOCC2)c(C#N)c2c1CN(C)CC2 | 9 | / | / | -1.8 | -1.4 | -5 | 0.58 | 1.8 | -2.1
COC(=O)C1C(C(C)C)N(c2ccccc2)OC1(C)O (configuration not stated) | -4 | 9 | -1 | / | -5.9 | -6 | / | -1.6 | -0.5
CCN(CC)C(=O)CN(Cc1ccccc1)S(=O)(=O)c1ccc(F)cc1 | -6 | 7 | -3 | 0.58 | 0.1 | -16 | 0.7 | 0.1 | -0.7
CS(=O)(=O)c1ccc2nc(NC(=O)C3C4C=CC(C4)C3C(=O)O)sc2c1 (configuration not stated) | 14 | -1 | -1 | 0.26 | -1.0 | -6 | -1.7 | -0.2 | -0.7
COc1ccc2c(CSc3nc4nc(C)cc(C)n4n3)cc(=O)oc2c1 | 17 | -10 | -5 | -0.5 | 0.5 | -54 | -0.051 | 0.6 | 2.0
O=C(Nc1ccc(NC(=O)C2CCCCC2)cn1)c1ccco1 | 15 | -5 | 8 | -0.0023 | -3.2 | -3 | 0.018 | -0.8 | -0.1

Whole records from above. Screens in order: 5HT1E antag | 5-HT1A blocker | Jurkat viability | M1 antag | HTR1A agonist | S1P1 ag-PAM | M1 agonist | HTR1E agonist | S1P3 agonist
CCc1sc(NC(=O)COC)nc1-c1ccccc1 across the screens: -15 | -5 | -5 | -5.9* | -0.3 | -32 | -0.016 | 0.2 | -0.5
Cc1cc(=O)n2c(ccc3ccccc32)c1C#N across the screens: -1 | -11 | / | -0.38 | -2.2 | / | 1.8 | 0.2 | /
Cn1c(=O)[nH]c(=O)c2c1nc(SCCN1CCCCC1)n2CCCc1ccccc1 across the screens: -2 | -15 | 6 | -3.8* | -1.1 | -3 | 0.43 | -0.9 | -1.0

Random draw from the library. Share with any hit: about 8.9%.
